Bioassay records (PubChem)
CRFBP-R2 block = CRF-BP/CRF-R2 complex antagonism; HEK293 CRF-R2/CRF-BP, CRF-induced calcium fluorescence; inhibition, % at 11.8 µM; hit rate 0.59% among 350,000; AID 588475;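 active means inhibition of the ligand-induced calcium signal above about 50% at the single tested concentration, limit read from the data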
M1 PAM = potentiates human M1 receptor response to acetylcholine; P11229; AID 588819; CHO-K1 hM1, Fluo-8 calcium fluorescence, ACh EC20; 0% = ACh EC20, 100% = maximal ACh; hit rate 0.088% among 360,000; activation, % at 3 µM; in the data active means activation above about 19%, passing the limit was not always enough
Target sequence (P11229 whole entry, looked up): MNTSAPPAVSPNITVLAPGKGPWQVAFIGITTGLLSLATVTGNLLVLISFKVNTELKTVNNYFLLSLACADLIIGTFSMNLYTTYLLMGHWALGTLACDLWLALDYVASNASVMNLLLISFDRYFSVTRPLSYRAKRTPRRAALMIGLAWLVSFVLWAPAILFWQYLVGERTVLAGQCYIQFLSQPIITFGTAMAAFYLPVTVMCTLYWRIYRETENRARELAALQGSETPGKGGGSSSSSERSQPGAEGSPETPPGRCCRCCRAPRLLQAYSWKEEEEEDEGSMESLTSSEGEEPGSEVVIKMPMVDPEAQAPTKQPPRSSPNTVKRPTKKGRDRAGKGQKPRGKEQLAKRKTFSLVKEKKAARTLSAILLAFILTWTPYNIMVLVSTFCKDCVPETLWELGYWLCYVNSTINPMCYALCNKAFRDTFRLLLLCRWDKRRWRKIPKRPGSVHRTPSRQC
CHRM4 agonist = agonists of human muscarinic M4 receptor (CHRM4); activation, % at 3 µM; hit rate 0.14% among 360,000; CHO-K1 hM4/Gqi5, Fluo-8 calcium fluorescence; vehicle 0%, full acetylcholine response 100%;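 active means activation above the run mean over all test wells plus 3 SD, cut at about 32% in these data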;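 further: peak over basal fluorescence ratio per well then scaled between controls; 0% = DMSO wells and 100% = acetylcholine at EC100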
Target sequence (P08173 whole entry, looked up): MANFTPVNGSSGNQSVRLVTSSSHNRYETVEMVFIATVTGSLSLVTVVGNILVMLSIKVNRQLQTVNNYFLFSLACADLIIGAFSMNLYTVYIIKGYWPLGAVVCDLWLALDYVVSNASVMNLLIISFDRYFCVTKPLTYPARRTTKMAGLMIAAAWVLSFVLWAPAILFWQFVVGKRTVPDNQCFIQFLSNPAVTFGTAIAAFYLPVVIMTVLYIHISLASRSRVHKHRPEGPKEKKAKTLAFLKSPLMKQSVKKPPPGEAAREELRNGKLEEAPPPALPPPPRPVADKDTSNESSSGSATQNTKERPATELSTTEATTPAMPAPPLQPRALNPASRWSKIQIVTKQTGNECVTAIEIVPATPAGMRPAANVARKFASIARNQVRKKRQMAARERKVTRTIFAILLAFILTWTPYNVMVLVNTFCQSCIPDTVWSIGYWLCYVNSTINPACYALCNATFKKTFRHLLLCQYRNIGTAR
M5 PAM = potentiates acetylcholine response at human M5 receptor; P08912; CHO-K1 hM5, Fluo-8 calcium, ACh EC20 PAM; 0% = ACh EC20, 100% = ACh EC100; activation, % at 3 µM; hit rate 0.3% among 360,000;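 active means activation above the run cutoff, the mean activation of all test compounds plus 3 SD, cut at about 18% in these data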
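Probe or stimulus: acetylcholine, EC20 level; Assay system: human M5 receptor in CHO-K1 cells; Schedule: compound preincubation 140 s before EC20 acetylcholine addition; Technique: intracellular calcium via Fluo-8 fluorescence; Dosing: single-point, 3 µM nominal; Read-out basis: percent activation from peak-over-basal fluorescence ratio, scaled EC20-to-EC100 acetylcholine; Repeats: one well per compound, no replicates.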
M4 PAM = CHRM4 positive allosteric modulation; AID 624126; hit rate 0.4% among 360,000; activation, % at 3 µM; P08173; CHO-K1 hM4/Gqi5, Fluo-8 calcium fluorescence, ACh EC20; 0% = ACh EC20, 100% = maximal ACh;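 active means activation above its plate's cutoff, the mean activation of sample wells plus 3 SD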; further: some results filed as inactive read as strong as hits
M5 ag = CHRM5 agonism in calcium assay. P08912. CHO-K1 hM5 cells, Fluo-8 calcium fluorescence; 0% DMSO wells, 100% maximal acetylcholine response. activation, % at 3 µM. hit rate 0.19% among 360,000. AID 624037;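 active means activation above the run's mean over test compounds plus 3 SD, cut at about 23% in these data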;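 further: signal is peak over basal fluorescence ratio across the kinetic read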
CHRM4 antagonist = antagonists of human muscarinic M4 receptor (CHRM4); P08173; CHO-hM4 cells, ACh EC80, Fluo-8 calcium fluorescence; inhibition, % at 3 µM; hit rate 0.73% among 360,000;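 active means inhibition above its plate's cutoff, the mean inhibition of sample wells plus 3 SD, cut at about 27% in these data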;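 further: 0% = acetylcholine EC80 with DMSO and 100% = DMSO without agonist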
M5 antag = antagonists of human muscarinic M5 receptor (CHRM5); AID 624040; P08912; inhibition, % at 3 µM; CHO-hM5 cells, Fluo-8 calcium fluorescence, ACh EC80; hit rate 0.59% among 360,000;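 active means inhibition above a per-plate cutoff, the mean of that plate's test compounds plus 3 SD, cut at about 27% in these data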;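 further: 0% = acetylcholine EC80 with DMSO and 100% = DMSO without agonist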
CRFBP-R2 agonist = CRF-BP/CRF-R2 complex agonism; activation, % at 13.2 µM; AID 588473; HEK293 CRF-R2/CRF-BP, calcium dye fluorescence (FLIPR); percent of saturating CRF peptide response; hit rate 0.46% among 350,000;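 active means activation of at least 50%, plus an integration ratio under a set limit after plate pattern correction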;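 further: plate controls were neutral control wells without compound for no effect and CRF at EC100 for full effect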
* = called active by the depositor; · = no result given. An unsorted share of the library; about 2.6% have a hit in one of these screens.

SMILES	CRFBP-R2 block	M1 PAM	CHRM4 agonist	M5 PAM	M4 PAM	M5 ag	CHRM4 antagonist	M5 antag	CRFBP-R2 agonist
CCSC1=N/C(=C\c2ccc(C)s2)C(=O)S1	-22	-1	-2	-4	-6	-3	-1	-8	-0.1
CC(=O)c1cnc(Nc2nc(C)c3ccc(C)cc3n2)nc1C	24	0	4	-7	-3	3	4	2	1.5
O=C(Nc1ccncc1)c1ccc(Cl)c(S(=O)(=O)N2CCc3ccccc32)c1	-14	-2	19	-18	-11	6	4	21	1.3
COC(=O)C1=C(C)NC(=O)NC1c1cc(Cl)ccc1OC (configuration not stated)	-5	6	1	0	1	-1	-4	2	-1.3
CC(=O)n1c(=O)oc2ccccc21	15	5	0	-1	10	1	-3	1	-1.2
OCCC1CN(Cc2cccs2)CCN1Cc1ccccc1 (configuration not stated)	-11	2	1	-5	-3	-3	4	15	0.4
O=c1[nH]c2ccccc2c(O)c1Cc1ccccc1	-2	15	3	-2	9	-3	-2	-11	-1.9
COc1cc(S(=O)(=O)NC(C)C)ccc1Cl	28	20	0	7	7	1	-10	-1	1.8
CCn1c(SCC(=O)N2CCCC2)nnc1-c1ccco1	-12	1	3	-6	-1	-1	-6	18	0.8
O=C1C=C(N2CCOCC2)C2(CCCCC2)O1	18	10	0	2	1	-4	-4	-3	0.0
CS(=O)(=O)Nc1cccc(-c2cnc3ccccc3n2)c1	-18	1	2	-3	-6	-2	5	-3	1.9
CCN(CC(=O)Nc1ccc(OC)cc1)C(=O)c1ccc(OCc2c(C)noc2C)cc1	-3	7	2	3	7	0	-4	3	0.6
C#CCOCCOCCOCCNc1nc(N2CCOCC2)nc(N2CCN(C(=O)[C@H]([C@@H](C)CC)n3cc([C@@H](N)CO)nn3)CC2)n1	1	4	1	-5	-3	2	1	16	-0.4
Cc1ccc(-c2csc3ncnc(N4CCc5ccccc5C4)c23)cc1	-80	-4	-1	2	-7	0	-5	-8	2.1
CC(NC(=O)COC(=O)c1ccc2c(=O)n3c(nc2c1)CCCCC3)c1ccc(F)cc1 (configuration not stated)	9	-3	7	0	-4	2	0	4	-0.7
CC(=O)CSc1nnc(Cc2ccc([N+](=O)[O-])cc2)o1	10	1	1	-3	8	0	21	2	-0.7
CCC(=O)c1ccc(Oc2ccc(C(=O)c3ccc(C)cc3)cc2[N+](=O)[O-])cc1	-12	11	0	0	0	0	3	-3	2.3
CCCCn1c(N)c(N(CC(C)C)C(=O)CSc2nnc(C)n2-c2ccc(OC)cc2)c(=O)[nH]c1=O	-9	6	1	4	6	-2	-8	3	-0.4
CCOc1cc(CNCCO)cc(Br)c1OCc1ccccc1Cl	-16	13	21	-8	-6	8	19	20	0.7
Cc1cc(C)cc(NC(=O)CSc2cc(C(=O)c3nccn3C)c3ccccc3n2)c1	3	0	2	8	18	-3	7	2	-2.6
CSc1nc(=S)n(Cc2ccccc2)c(C)c1C(C)=O	-23	-3	0	-3	-6	-1	10	1	-0.4
Cc1ccc(NC(=O)C2CC(=O)NC(Nc3cccc(C)c3)=N2)cc1 (configuration not stated)	-2	1	0	2	-4	-2	-11	-1	0.2
Cc1ccccc1C(=O)NC1CCN(C(=O)N2CCOCC2)CC1	6	10	0	2	9	1	0	-5	-0.4
CN(C)c1ccc(-c2ccnc3c2CC(C)(C(=O)Nc2cccc(OC(F)(F)F)c2)O3)cc1 (configuration not stated)	·	7	0	0	1	0	-11	5	·
Cc1ccc(NC(=O)c2c(C(F)(F)F)nn(C)c2SCc2ccc(Cl)cc2)cc1C	19	-15	-2	-17	-18	-5	-11	11	14
CCc1noc(C)c1C(=O)N1CCCC(C(=O)c2cc(F)ccc2OC)C1 (configuration not stated)	-2	3	0	-7	-11	0	-1	12	-0.2
COC(=O)c1ccc(S(=O)(=O)N2CCC(O)CC2)n1C	0	5	2	-11	15	-2	-22	6	-0.9
COc1cc(OC)c(OC)cc1CCC(C)NCCC(c1ccccc1)c1ccccc1 (configuration not stated)	-38	-35	22	-12	-20	-5	10	9	17
CC(C)(C)NC(=O)CN(C(=O)CS(=O)CC(=O)Nc1ccc(F)cc1)c1ccccc1 (configuration not stated)	0	-5	1	-12	-2	-4	-2	7	-1.7
O=C(Nc1nc2c(s1)CCCC2)c1cccs1	6	13	2	-7	4	-5	-1	3	-1.8
CCC(CC)C(=O)Nc1cccc(C(=O)NC(C)(C)C)c1	3	-1	0	-5	1	-2	-1	-2	1.5
COc1ccc(S(=O)(=O)CCC(=O)N2CCN(c3cccc(Cl)c3)CC2)cc1	2	-6	8	-13	-8	0	15	20	0.8
Cc1cc2ccccc2c(=O)[nH]1	1	3	2	-3	9	1	7	3	-0.6
CCOC(=O)C(=O)NCC(c1cccs1)S(=O)(=O)c1ccc(Cl)cc1 (configuration not stated)	-7	11	1	4	4	-2	2	0	-1.7
Cc1csc(SCC(=O)NCc2cccs2)n1	5	2	2	12	4	0	3	-13	0.6
COc1ccc(C(C(=O)NC2CCCC2)N(C(=O)c2ccoc2C)c2ccc(C)cc2)cc1 (configuration not stated)	2	2	1	-2	6	-6	-18	-2	2.3
CCOc1cc(/C=C2\N=C(SC(C)C(N)=O)N(c3ccc(OC(F)F)cc3)C2=O)ccc1O (configuration not stated)	-15	-3	9	-15	-5	19	1	21	12
CCOc1ccc2nc(/N=C/c3c(C)[nH]n(-c4ccccc4)c3=O)sc2c1	2	-2	1	-6	12	-3	-4	8	13
Cc1ccc(C2C3=C(CCCC3=O)N=C3c4ccccc4C(=O)C32)cc1 (configuration not stated)	20	10	2	1	-3	0	8	-1	-0.2
COc1ccc(NS(=O)(=O)c2cc(NC(=O)c3ccc(=O)[nH]n3)ccc2C)cc1	-4	8	0	-7	-2	2	5	17	-0.3
N#Cc1cnc(SCC(=O)c2ccccc2)nc1N	2	10	2	3	0	1	1	1	-0.6
O=C(NCCCN1CCCC1=O)c1cccc(N2CCCC2=O)c1	4	-3	0	-4	1	-2	-8	-1	-0.7
CCOC(=O)Cn1c(-c2nonc2NC(=O)c2ccccc2F)nc2ccccc21	-6	7	0	-6	-2	-10	2	7	26
CCOC(=O)c1cc(C)sc1NC(=O)CSc1nnnn1C	3	8	1	0	6	-3	-9	-4	-2.8
CC(=O)c1ccc2c(c1)Cc1cc(C(C)=O)ccc1-2	-12	12	2	0	15	0	6	-7	3.5
Cc1ccc(Oc2nc(-c3ccccc3)ncc2S(=O)(=O)c2ccc(C)cc2)cc1	-7	-1	1	-2	8	-2	4	8	8.3
Cc1cc(C(=O)N/N=C/c2ccc(-c3ccccc3Cl)o2)n[nH]1	-80	-9	4	-5	8	0	-8	10	2.8
CC1CN(S(=O)(=O)c2cccc(C(=O)OC(C)C(=O)NC3CCCCC3C)c2)CC(C)O1 (configuration not stated)	3	9	1	0	2	-6	4	7	-2.8
Cc1cc(NCCCn2ccnc2)n2nc(-c3ccc(F)cc3)cc2n1	-2	2	-1	-1	-3	0	1	-1	-0.5
CN(Cc1ccccc1)C(=O)CCn1c(=O)c2cccn2c2cccnc21	-1	16	-1	1	2	-4	5	12	1.3
More results.
SMILES	CRFBP-R2 block	M1 PAM	CHRM4 agonist	M5 PAM	M4 PAM	M5 ag	CHRM4 antagonist	M5 antag	CRFBP-R2 agonist
COc1cccc(CNc2nc3cc(-c4cscc4C)sc3c(=O)n2C)c1	·	1	1	-3	-6	-1	-9	-5	·
CCCN1C2=NS(=O)(=O)CCN2c2ccccc21	16	6	0	-1	-6	-3	-9	-6	-0.4
Cc1ccc(CNC(=O)CN(c2cccc([N+](=O)[O-])c2)S(C)(=O)=O)cc1	11	11	0	9	6	3	-7	4	-0.2
O=C(O)C(O)C(O)c1nc2ccccc2[nH]1 (configuration not stated)	1	-3	0	-3	2	0	11	3	-2.3
Cc1cccc(NC(=O)CN2C(=O)/C(=C3\SC(=S)N(CC4CCCO4)C3=O)c3ccccc32)c1 (configuration not stated)	7	3	2	0	2	0	3	-2	0.6
COC(=O)CCC/C=C1\SC[C@@H](NC(=O)c2ccccc2)C1NC(C)=O (some centres not stated)	-5	6	2	3	1	0	0	-3	-0.7
Cc1ccc(N2CCN(C(=O)c3ccccc3NC(=O)/C=C\C(=O)O)CC2)cc1	-6	0	1	0	-2	-1	-9	9	-4.7
Cn1c(/C=C/c2ccc(Cl)cc2)c([N+](=O)[O-])c(=O)n(C)c1=O	-1	5	1	-1	-5	-1	-7	-2	1.5
CN(C1CCCCC1)S(=O)(=O)c1ccc(NC(=O)C2CCCCC2)cc1	-19	-14	22	-17	-11	-1	-21	12	1.1
O=C(N/N=C/c1ccccn1)c1cc(-c2ccc(Cl)cc2)nc2ccccc12	-54	6	0	-2	2	2	-7	-3	-1.3
CN(CC(=O)Nc1cccc(C#N)c1)Cc1ccc(Cl)cc1	6	11	3	1	6	-4	-9	6	-0.2
COc1ccc(/C=C/C(=O)c2ccc[nH]2)c(OC)c1OC	-5	2	3	2	-6	2	1	-7	-1.7
N#CC1=C(S)N(c2ccc(F)cc2)C(c2cccs2)NC1=O (configuration not stated)	1	6	0	3	0	0	20	-4	-3.3
Cc1noc(/C=C/N(C)C)c1S(=O)(=O)N1CCCC(C(=O)Nc2ccccc2F)C1 (configuration not stated)	-10	19	2	5	4	0	-11	-10	-2.3
O=C(N/N=C\c1cn(-c2ccccc2)nc1-c1ccccc1)c1ccc2c(c1)OCO2	-6	-5	5	-8	-6	-4	-4	10	3.3
O=C(NC1CCCC1)C(c1ccc(Cl)cc1)N1CCN(C2CCCCC2)CC1 (configuration not stated)	-3	-4	1	1	-18	-19	2	-5	-0.4
O=C(COc1ccccc1)Nc1ccc2[nH]ncc2c1	-11	14	1	0	0	1	3	-5	-1.1
CCc1nnc(NC(=O)C=C(C)C)s1	-6	10	1	-1	6	-1	1	-4	-2.2
CCOC(=O)c1c(C)[nH]c(C(=O)OCC(=O)NCc2ccc(OC)c(OC)c2)c1C	-4	10	5	-2	15	5	-15	9	-1.0
CCC1CCCCN1C(=O)CSc1nc(N)cc(N)n1 (configuration not stated)	16	7	1	-1	-3	-1	12	9	-4.5
CCCN(C)C[C@H]1Oc2cc(C#Cc3ccc(F)cc3)ccc2S(=O)(=O)N([C@H](C)CO)C[C@@H]1C	-10	15	0	4	-7	2	8	-1	0.2
Cc1ccc(OCC(=O)NC2CC(C)(C)NC(C)(C)C2)c(C)c1	2	-4	19	-14	-14	-5	-2	20	1.6

Part of the list above in order of number of heavy atoms, largest number first:
SMILES	CRFBP-R2 block	M1 PAM	CHRM4 agonist	M5 PAM	M4 PAM	M5 ag	CHRM4 antagonist	M5 antag	CRFBP-R2 agonist
O=C(N/N=C\c1cn(-c2ccccc2)nc1-c1ccccc1)c1ccc2c(c1)OCO2	-6	-5	5	-8	-6	-4	-4	10	3.3
Cc1noc(/C=C/N(C)C)c1S(=O)(=O)N1CCCC(C(=O)Nc2ccccc2F)C1 (configuration not stated)	-10	19	2	5	4	0	-11	-10	-2.3
CN(CC(=O)Nc1cccc(C#N)c1)Cc1ccc(Cl)cc1	6	11	3	1	6	-4	-9	6	-0.2
COc1ccc(/C=C/C(=O)c2ccc[nH]2)c(OC)c1OC	-5	2	3	2	-6	2	1	-7	-1.7
O=C(COc1ccccc1)Nc1ccc2[nH]ncc2c1	-11	14	1	0	0	1	3	-5	-1.1
